# Scp-1 inhibitor = inhibitors of human Scp-1 phosphatase; hit rate 0.88% among 340,000; Q9GZU7; inhibition, % at 20 µM; Recombinant Scp1, phosphopeptide, malachite green phosphate absorbance;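 active means inhibition above about 50% at 20 µM, limit read from the data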;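 further: plate controls were DMSO wells with enzyme for no effect and wells lacking enzyme for full effect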
# Target sequence (Q9GZU7 76-261 limits assumed): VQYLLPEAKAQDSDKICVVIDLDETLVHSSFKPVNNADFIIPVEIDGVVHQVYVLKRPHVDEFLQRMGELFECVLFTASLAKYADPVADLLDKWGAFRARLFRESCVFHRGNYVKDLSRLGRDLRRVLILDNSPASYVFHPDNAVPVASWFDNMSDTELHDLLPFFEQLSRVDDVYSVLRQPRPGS
#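 Times: enzyme reaction 45 min at room temperature, colour 5 min, stabilisation 30 min. Material: SCP-1 catalytic fragment, aa 76-261. Medium: Acidic Tris acetate buffer with magnesium and detergent. Signal: colorimetric free-phosphate detection, absorbance 630 nm. Read-out basis: % inhibition of SCP-1 phosphate liberation. Reagent: Phosphorylated 17-residue peptide substrate.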
# SUMO1 PPI mod = modulators of human SUMO1-mediated protein-protein interactions; P63165; SUMO1 binding to a labelled peptide, TR-FRET, 1 h; inhibition, % at 20 µM; hit rate 0.33% among 360,000; in the data active means inhibition above about 37%
# Target sequence (P63165 whole entry, looked up): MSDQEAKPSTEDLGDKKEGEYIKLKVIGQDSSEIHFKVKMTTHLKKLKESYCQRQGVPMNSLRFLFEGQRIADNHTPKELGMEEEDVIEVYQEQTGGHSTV
# STEP inh = STEP (human) phosphatase inhibition; inhibition, % at 20 µM; AID 588621; hit rate 0.25% among 360,000; recombinant STEP, OMFP fluorogenic substrate, fluorescence;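 active means inhibition at 20 µM, scaled per plate between control wells, above about 37%, limit read from the data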;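 further: 0% = DMSO with enzyme and substrate and 100% = substrate only without enzyme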
# Target sequence (P54829 whole entry, looked up): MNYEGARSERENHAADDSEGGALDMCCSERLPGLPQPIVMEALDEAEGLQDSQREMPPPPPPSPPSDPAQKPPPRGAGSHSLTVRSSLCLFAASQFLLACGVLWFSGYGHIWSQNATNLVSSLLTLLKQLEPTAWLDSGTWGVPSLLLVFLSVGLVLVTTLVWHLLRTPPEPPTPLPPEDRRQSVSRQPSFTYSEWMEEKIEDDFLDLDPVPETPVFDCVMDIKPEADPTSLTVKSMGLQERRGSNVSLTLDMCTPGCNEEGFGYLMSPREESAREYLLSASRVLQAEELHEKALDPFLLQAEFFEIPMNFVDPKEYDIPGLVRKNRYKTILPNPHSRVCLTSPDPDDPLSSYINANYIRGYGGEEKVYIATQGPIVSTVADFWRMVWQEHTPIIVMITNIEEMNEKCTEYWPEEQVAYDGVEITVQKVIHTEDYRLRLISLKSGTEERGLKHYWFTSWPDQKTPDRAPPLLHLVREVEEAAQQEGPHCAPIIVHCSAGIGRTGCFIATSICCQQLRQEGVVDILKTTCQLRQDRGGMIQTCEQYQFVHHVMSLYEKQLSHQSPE
#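 System: isolated STEP enzyme; schedule: 20 min enzyme reaction at room temperature, protected from light; medium: Bis-Tris buffer pH 6.0, 2.5 mM DTT, 0.005% Tween 20; signal: fluorescence, 480/540 nm; dosing: single compound dose of 20 µM, 1% DMSO final; also added: OMFP substrate, 25 µM final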
# CendR NRP1 mod = NRP-1/CendR interaction modulation | FAM-RPARPAR peptide binding to NRP-1, fluorescence polarization | inhibition, % at 25 µM | hit rate 0.85% among 360,000 | O14786;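 active means inhibition or corrected inhibition above about 18%, plus a signal ratio from 0.5 to 1.5, limit read from the data, passing the limit was not always enough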; further: strong numbers were not always called active
# NadD block = inhibitors of Staphylococcus aureus NadD | purified NadD enzyme, colorimetric absorbance read-out | inhibition, % at 20 µM | hit rate 0.78% among 360,000; in the data active means inhibition above about 26%; further: some compounds past the cut are filed as inactive
# SKN-1 inh = C. elegans SKN-1 inhibition; AID 624304; hit rate 0.49% among 360,000; C. elegans VP596 Pgst-4::GFP/RFP ratio, acrylamide-induced, 24 h; inhibition, % at 21.8 µM;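 active means interference check ratio from 0.5 to 1.5 plus GFP to RFP signal ratio inhibition reaching or exceeding a fixed threshold, cut at about 30% in these data, passing the limit was not always enough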; further: some compounds called inactive have numbers as strong as hits
# Neddyl block = inhibitors of human cullin neddylation. P61081+Q13564. TR-FRET cullin neddylation, biochemical. calls only at 25 µM. hit rate 0.58% among 360,000. AID 651699; in the data active means inhibition above about 36%
# Tb MetRS inh = blocks T. brucei methionyl-tRNA synthetase activity | purified T. brucei MetRS, ATP depletion, Kinase-Glo luminescence | AID 624268 | hit rate 0.4% among 360,000 | inhibition, % at 11.9 µM;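 active means inhibition above a per-plate cutoff of the control wells' mean inhibition plus 3 SD, cut at about 5.5% in these data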;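 further: 0% = DMSO wells median and 100% = median of wells with control inhibitor compound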
#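 Material: T. brucei methionyl-tRNA synthetase, purified; reagent: substrates ATP, L-methionine and bulk Escherichia coli tRNA; dosing: 11.9 µM single point; timing: 15 min plus 2 h at 25 °C; detection: luminescence of leftover ATP; evaluation: % inhibition; control set: DMSO-only wells as low control; replicates: singlicate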
# LMPTP inh = LMPTP (human) inhibition. P24666. inhibition, % at 20 µM. AID 651560. hit rate 0.22% among 360,000. recombinant LMPTP-A, OMFP fluorogenic substrate, fluorescence intensity;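 active means compounds that cut the enzyme signal by at least half of the control window in the single-dose screen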;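 further: plate controls were DMSO wells with enzyme plus substrate for no effect and substrate without enzyme for full effect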
# Target sequence (P24666 whole entry, looked up): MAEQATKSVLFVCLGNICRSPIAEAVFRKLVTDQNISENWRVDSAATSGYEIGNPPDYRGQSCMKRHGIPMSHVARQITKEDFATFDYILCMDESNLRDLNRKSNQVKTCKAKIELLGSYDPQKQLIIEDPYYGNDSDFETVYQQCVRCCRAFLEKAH
#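 Buffer or medium: Bis-Tris pH 6.0, DTT, detergent; Assay system: LMPTP-A enzyme; Quantity: 0.625 nM enzyme; Detection: endpoint fluorescence intensity; Times: 50 min dark incubation at room temperature; Controls: substrate-only low control, DMSO enzyme-plus-substrate high control; Doses: single 20 µM dose; Read-out: percent inhibition versus substrate-only and uninhibited controls; Reagent: 400 µM OMFP.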
# DNMT1 block = blocks human DNA methyltransferase DNMT1 | P26358 | DNMT1 molecular beacon, Hinp1I cleavage, fluorescence | inhibition (reported as % activation of signal), % at 10 µM | hit rate 0.83% among 360,000; in the data active means inhibition above about 50%
# Active calls of the source: *; i = inactive; . = no result given.
1) CCCCOc1nc2ccccc2nc1NS(=O)(=O)c1ccc(F)cc1
2) CCCCC(CC)C(=O)Nc1ccc(C)c(O)c1 (stereo not drawn)
3) COC(=O)c1sccc1NC(=O)c1ccco1
4) O=C(Nc1nccs1)c1ccc(N2C(=O)[C@@H]3[C@H](C2=O)[C@H]2C=C[C@@H]3C2)cc1
5) CC(Oc1ccc(Cl)cc1)C(=O)/C=C/N(C)C (stereo not drawn)

entry no.,1,2,3,4,5
Scp-1 inhibitor,-13,-5,-2,12,-3
SUMO1 PPI mod,5,1,3,-3,-3
STEP inh,-1,-3,-1,1,7
CendR NRP1 mod,7,0,2,3,-4
NadD block,-4,5,0,-1,8
SKN-1 inh,1,7,1,-14,12
Neddyl block,i,i,i,i,i
Tb MetRS inh,-0.7,-0.3,0.1,-0.8,-0.3
LMPTP inh,-0.1,0.8,0.6,-1.1,-0.2
DNMT1 block,0,2,1,3,-4

# Taken from above.
# For LMPTP inh, O=C(Nc1nccs1)c1ccc(N2C(=O)[C@@H]3[C@H](C2=O)[C@H]2C=C[C@@H]3C2)cc1 is listed with -1.1
# For Scp-1 inhibitor, CC(Oc1ccc(Cl)cc1)C(=O)/C=C/N(C)C (stereo not drawn) is listed with -3

# The listing continues.
6) Cc1cnc(NC(=O)c2c(-c3ccccc3)noc2C)s1
7) COC(=O)c1c(N)sc2c1CCN(c1ncc(C(F)(F)F)cc1Cl)C2
8) Cn1c(=O)c(=O)n(C)c2cc(S(=O)(=O)Nc3ccc4c(c3)OCCO4)ccc21
9) O=C(Nc1cc(Cl)ccc1-n1cncn1)c1cncc(Br)c1
10) COC(=O)c1ccc(COc2ccccc2/C=N/NS(=O)(=O)c2ccc(C)cc2)cc1

entry no.,6,7,8,9,10
Scp-1 inhibitor,-4,-15,1,-1,-8
SUMO1 PPI mod,-1,-6,5,-4,1
STEP inh,0,4,-8,-1,0
CendR NRP1 mod,-7,-54,7,9,-8
NadD block,4,0,8,6,-8
SKN-1 inh,12,6,11,10,17
Neddyl block,i,i,i,i,i
Tb MetRS inh,-0.5,-0.4,0.1,-0.6,0.5
LMPTP inh,-1.3,0.0,-6.5,0.0,3.1
DNMT1 block,1,-3,2,3,-12

# One compound at a time, from the list above. Values in the order: Scp-1 inhibitor, SUMO1 PPI mod, STEP inh, CendR NRP1 mod, NadD block, SKN-1 inh, Neddyl block, Tb MetRS inh, LMPTP inh, DNMT1 block
# Cc1cnc(NC(=O)c2c(-c3ccccc3)noc2C)s1 across the screens: -4, -1, 0, -7, 4, 12, i, -0.5, -1.3, 1
# Cn1c(=O)c(=O)n(C)c2cc(S(=O)(=O)Nc3ccc4c(c3)OCCO4)ccc21 across the screens: 1, 5, -8, 7, 8, 11, i, 0.1, -6.5, 2
# COC(=O)c1c(N)sc2c1CCN(c1ncc(C(F)(F)F)cc1Cl)C2 across the screens: -15, -6, 4, -54, 0, 6, i, -0.4, 0.0, -3

# The list goes on.
11) O=C(NC1CCCC1)C(C1CC1)n1c(C2CCCC2)nc2ccccc21 (stereo not drawn)
12) COc1ccc(C(C)(O)c2nc(/C=C/c3ccccc3)cs2)cc1 (stereo not drawn)
13) CC(=O)Nc1cc(-c2nn(C)c(=O)c3ccccc23)ccc1N1CCOCC1
14) COc1ccc(C(=O)c2ccc(-c3ccc(OC)cc3)nc2)cc1
15) COc1ccc(Cc2nnc(SCC(=O)Nc3cc(Cl)ccc3C)[nH]c2=O)cc1

entry no.,11,12,13,14,15
Scp-1 inhibitor,.,.,-4,2,11
SUMO1 PPI mod,2,-11,-7,-5,12
STEP inh,.,2,-4,-1,0
CendR NRP1 mod,-1,16,8,1,2
NadD block,.,1,2,4,-7
SKN-1 inh,-15,16,8,3,-6
Neddyl block,i,i,i,i,i
Tb MetRS inh,-0.6,0.0,-0.1,0.1,-0.7
LMPTP inh,-1.6,2.3,-0.5,4.4,-1.2
DNMT1 block,.,0,4,13,0

16) COCCNC(=O)C(C)OC(=O)c1nsc(Cl)c1Cl (stereo not drawn)
17) CCN1CCN(CC(=O)c2c[nH]c3ccc(C)cc23)CC1
18) O=C(CN1CCN(c2ccccn2)CC1)Nc1ccc(OC(F)(F)F)cc1
19) O=C(CSc1nc2c(c(C(F)(F)F)n1)CCc1ccccc1-2)NCc1ccccc1
20) Cc1sc2nc(C(C)C)oc(=O)c2c1C

entry no.,16,17,18,19,20
Scp-1 inhibitor,-2,-13,-9,-2,-7
SUMO1 PPI mod,0,-2,2,18,3
STEP inh,-3,4,2,13,0
CendR NRP1 mod,3,-14,-1,6,-3
NadD block,4,2,-2,-6,-1
SKN-1 inh,23,14,0,1,2
Neddyl block,i,i,i,i,i
Tb MetRS inh,-1.0,0.1,-0.8,0.0,0.4
LMPTP inh,-0.7,-1.8,-0.2,0.9,-0.3
DNMT1 block,-2,-1,3,-1,5

21) O=C(NCCN1C(=O)S/C(=C\c2ccc(Cl)c(Cl)c2)C1=O)c1ccc2c(c1)C(=O)N(Cc1ccncc1)C2=O
22) CCOC(=O)C1CCN(C/C=C/c2ccccc2OC)CC1
23) O=C(CSCc1cccc(Br)c1)NC1CC1
24) FC(F)(F)c1ccccc1Cc1c(-c2cccc(Cl)c2)nc2ccc(Br)cn12
25) OC1(c2ccc(Cl)cc2)CCN(Cc2c[nH]c3ccccc23)CC1

entry no.,21,22,23,24,25
Scp-1 inhibitor,0,2,-10,.,-4
SUMO1 PPI mod,-3,0,2,-1,-1
STEP inh,3,-2,-2,1,1
CendR NRP1 mod,4,-1,-1,-8,-13
NadD block,28*,-7,2,7,-4
SKN-1 inh,0,-36,-3,21,-9
Neddyl block,i,i,i,i,i
Tb MetRS inh,0.2,0.3,0.7,-0.2,0.2
LMPTP inh,7.9,-0.4,-0.3,3.5,-0.2
DNMT1 block,14,0,1,18,-2

26) CCc1nc(SCC(=O)Nc2ccc(F)cc2F)c2c(=O)n(C)c(=O)n(C)c2n1
27) CCN(CC)C(=O)c1cccc(-c2csc(C(C)(NC(C)=O)c3ccccc3)n2)c1 (stereo not drawn)
28) CC(C)c1ccc(CC(=O)N2CCC2(C)C(=O)NS(=O)(=O)c2ccc(Cl)s2)cc1 (stereo not drawn)
29) c1ccc(SCCc2ccncc2)cc1
30) O=C1CCCN1C(=O)COc1ccccc1[N+](=O)[O-]

entry no.,26,27,28,29,30
Scp-1 inhibitor,-12,.,.,-5,-3
SUMO1 PPI mod,2,0,10,3,-8
STEP inh,-3,1,1,-3,-1
CendR NRP1 mod,14,17,2,2,13
NadD block,-6,2,-7,-7,0
SKN-1 inh,-6,7,15,-10,-10
Neddyl block,i,i,i,i,i
Tb MetRS inh,-0.5,-0.5,0.1,-1.2,-0.6
LMPTP inh,-0.4,0.6,-2.3,-2.1,-1.5
DNMT1 block,9,2,5,1,1

31) O=C(CCN1C(=O)C2CC=CCC2C1=O)Nc1nccs1 (stereo not drawn)
32) CN1C(=O)[C@H]2[C@@H](/C=C/c3ccccc3)N3C(=O)CN(CCO)C(=O)[C@@]3(C)[C@H]2C1=O
33) COc1ccc(C(=O)c2oc3ccc(OC)cc3c2NC(C)=O)cc1
34) CCOC(=O)CCNC(=O)N1CCCC(CNS(=O)(=O)Cc2ccccc2)C1 (stereo not drawn)
35) c1ccc(-c2nc3nc4ccccc4nc3n2CC2CCCO2)cc1 (stereo not drawn)

entry no.,31,32,33,34,35
Scp-1 inhibitor,1,0,-1,-6,-20
SUMO1 PPI mod,1,2,-5,-1,-28
STEP inh,0,6,0,0,2
CendR NRP1 mod,19,13,3,5,9
NadD block,-5,1,-7,-3,-6
SKN-1 inh,18,-3,11,5,-1
Neddyl block,i,i,.,i,.
Tb MetRS inh,-0.3,0.3,0.1,-0.3,0.1
LMPTP inh,-1.5,-1.0,0.3,0.1,-0.1
DNMT1 block,-1,4,2,-2,-1

36) O=C(NCCCO)c1cc2c(cn1)[nH]c1ccccc12
37) CCc1cc2c(SCC(=O)N(CC)c3c(N)n(Cc4ccccc4)c(=O)[nH]c3=O)ncnc2s1
38) CC(=O)CCC(=O)OCC(=O)c1ccc(C(F)(F)F)cc1
39) Cc1noc(C)c1CSc1nc2ccccc2c(=O)n1-c1ccc(Cl)cc1
40) Cc1ccc(S(=O)(=O)N2CCC(C(=O)N[C@@H](C)C(=O)NCc3ccccc3)CC2)cc1

entry no.,36,37,38,39,40
Scp-1 inhibitor,-10,21,-3,-2,-5
SUMO1 PPI mod,1,1,3,-3,-2
STEP inh,0,1,-3,-2,-7
CendR NRP1 mod,-1,3,-7,3,4
NadD block,-7,1,-1,-8,4
SKN-1 inh,6,-3,0,4,18
Neddyl block,.,i,i,i,i
Tb MetRS inh,1.0,0.4,-0.5,-0.7,0.2
LMPTP inh,-0.7,0.1,-1.6,1.6,-0.8
DNMT1 block,1,-1,3,-6,0

41) COc1cccc(NC(=O)c2ccc3c(c2)OCCO3)c1
42) CCCCn1ccnc1C(=O)c1ccc(S(=O)(=O)N(CCOC)CCOC)cc1
43) N/C(=N/OC(=O)c1ccccc1Cl)c1nonc1N
44) O=C(N/N=C/c1ccsc1)c1cc(-c2cccs2)nc2ccccc12
45) O=C(O)Cc1sc(-c2ccccc2Cl)nc1-c1ccccc1

entry no.,41,42,43,44,45
Scp-1 inhibitor,-3,-5,-6,-8,-4
SUMO1 PPI mod,7,-7,1,-2,5
STEP inh,2,-3,-1,-2,-3
CendR NRP1 mod,2,15,7,-13,-10
NadD block,-4,0,-4,9,-1
SKN-1 inh,-2,-16,9,-2,2
Neddyl block,i,i,i,i,i
Tb MetRS inh,-0.1,0.0,-0.5,-0.6,-0.2
LMPTP inh,2.1,0.0,0.0,-0.5,-1.2
DNMT1 block,-1,-2,3,-2,-1

46) O=C(O)C1CCN(C(=O)COc2ccc(Br)cc2)CC1
47) Cc1[nH]c2ccccc2c1/C=N\NC(=O)c1ccco1
48) CCC(c1nnnn1Cc1ccco1)N(CCN1CCOCC1)Cc1cc2cc(C)ccc2[nH]c1=O (stereo not drawn)
49) CC1CN(S(=O)(=O)c2ccc(C(=O)NC3CCCCC3)cc2)CC(C)O1 (stereo not drawn)
50) O=C(Nc1ccccc1F)c1ccc([N+](=O)[O-])s1
51) COc1ccc(OC)c(NC(=O)C2CCN(c3ncccn3)CC2)c1

entry no.,46,47,48,49,50,51
Scp-1 inhibitor,-1,-2,-9,0,0,-5
SUMO1 PPI mod,0,-6,2,35,-29,0
STEP inh,-3,-1,-1,-3,1,-1
CendR NRP1 mod,-12,-7,-26,-4,-2,-7
NadD block,-11,-2,6,2,0,-2
SKN-1 inh,2,3,26,12,-2,14
Neddyl block,i,i,i,i,i,i
Tb MetRS inh,-0.1,-0.7,-0.3,-0.2,-0.8,0.4
LMPTP inh,-1.4,-1.5,-0.6,-1.9,1.1,-1.5
DNMT1 block,-3,0,7,0,1,-3
